NF-kB neuron act – activators of NF-kB expression in neurons, primary screen, cell-based, HTS; human neuronal cells, NF-kB reporter expression; hits give high values; fold change at 12.5 µM; 1.6% of 190,000 active; in the data active = fold change above about 3.3
G6PDH CS – L. mesenteroides G6PDH inhibitors, counter-screen for G6PDH-coupled screening assays, biochemical, Leuconostoc mesenteroides enzyme | glucose-6-phosphate dehydrogenase [Leuconostoc mesenteroides] | Purified L. mesenteroides G6PDH, diaphorase/resazurin coupled fluorescence, 45 min | inhibition, % at 5 µM | 0.12% of 200,000 active; in the data active = inhibition above about 50%
APP 5'UTR act – activators of APP 5'UTR luciferase reporter, primary screen, SH-SY5Y cells; 1% of 190,000 active; activation, % at 2 µM; SH-SY5Y APP 5'UTR luciferase reporter, luminescence; zero percent = DMSO vehicle wells;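 active = activation above a set limit, based on mean plus 3 SD of controls, cut at about 140% in these data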; note: values of inactives mirror those of a sister screen read the other way
APP 5UTR inh – inhibitors of APP translation via 5'UTR reporter, primary screen, APP 5'UTR luciferase, SH-SY5Y cells. SH-SY5Y APP 5'UTR-luciferase reporter, luminescence. inhibition, % at 2 µM. 0.82% of 190,000 active;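 active = inhibition above a set limit, derived from the sample mean plus 3 SD, cut at about 45% in these data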; note: values of inactives mirror those of a sister screen read the other way
TLR4 MyD88 comp – inhibitors of TLR4-MyD88 association in cells, primary screen, cell-based, HeLa CL3-4, BLA complementation, FRET ratio | Toll-like receptor 4 (Homo sapiens) + Myeloid differentiation primary response protein … | HeLa CL3-4 TLR4/MyD88 BLA complementation | inhibition, % at 8.4 µM | 0.18% of 200,000 active | AID 861, 2007; in the data active = inhibition above about 25%;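 note: 0% = vehicle and 100% = reference inhibitor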
STAT1 act – STAT1 signaling activators, primary screen, cell-based, HTS, luciferase reporter | AID 932, 2007 | activation (% of control), % at 5.5 µM | 2.6% of 200,000 active | NIH 3T3 STAT1-luciferase reporter, IFN-gamma, luminescence; 100% = IFN-gamma alone, no compound;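 active = activation above the screen-wide mean activation plus 3 SD, cut at about 130% in these data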;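 note: raw ratio to IFN-gamma control signal so 100% means no change and 0% no light; values of inactives mirror those of a sister screen read the other way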
Diaphorase act – compounds boosting diaphorase resazurin reduction – biochemical, uHTS, resorufin fluorescence, counter-screen for diaphorase-coupled primary assays, primary screen | Diaphorase/resazurin coupled assay, 16 min; hits give high values; 1 = vehicle wells, 0 = NADH-free wells | activation factor at 20 µM | 0.005% of 190,000 active;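 active = diaphorase activity raised at least twofold by the compound at 20 µM; inactive = activation factor below 2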
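Measured by – red resorufin fluorescence at 544/590 nm excitation/emission · Test system – Clostridium kluyveri diaphorase, purified enzyme · Incubation – reaction time 16 min, room temperature · Buffer or medium – 50 mM HEPES pH 7.4 with 4.542 mM MgCl2, 0.005% Tween 20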
FLuc act counter – FLuc activators, initial screening, artefact control for FLuc-dependent activation tests, biochemical, ATPlite luminescence. 200,000 tested, under 10 active. activation factor at 10 µM. Luciferin 4-monooxygenase (Photinus pyralis), P08659. ATPlite luciferase biochemical, 10 min; 0 = ATP-free wells, 1 = DMSO control;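 active = luciferase activation factor, scaled between plate controls, of at least 2 with compound at 10 µM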
Target sequence (P08659 whole entry, looked up): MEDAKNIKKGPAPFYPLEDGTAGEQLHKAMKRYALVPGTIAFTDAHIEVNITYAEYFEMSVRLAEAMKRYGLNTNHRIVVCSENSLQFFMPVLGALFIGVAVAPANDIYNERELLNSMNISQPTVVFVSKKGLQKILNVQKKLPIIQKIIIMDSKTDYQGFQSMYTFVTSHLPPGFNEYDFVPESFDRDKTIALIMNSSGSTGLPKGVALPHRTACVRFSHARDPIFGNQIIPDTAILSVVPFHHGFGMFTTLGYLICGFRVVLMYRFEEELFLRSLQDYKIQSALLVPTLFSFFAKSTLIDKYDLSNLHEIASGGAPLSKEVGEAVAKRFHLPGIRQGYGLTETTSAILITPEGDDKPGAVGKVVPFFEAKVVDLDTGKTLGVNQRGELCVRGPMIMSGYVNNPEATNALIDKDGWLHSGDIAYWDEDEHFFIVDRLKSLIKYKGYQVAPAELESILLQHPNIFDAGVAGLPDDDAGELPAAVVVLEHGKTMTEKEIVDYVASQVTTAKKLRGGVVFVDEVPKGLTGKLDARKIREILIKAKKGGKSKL
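Material: luciferase plus luciferin reagent, cell-free. Medium: PBS buffer for ATP. Also added: ATP substrate, dispensed from a 10.24 µM working solution in PBS. Doses: test compounds dosed from 2 mM stocks in 100% DMSO. Incubation: 10 min post-reagent at room temperature. Technique: light output (luminescence). Read-out basis: luminescence gain marking luciferase activators.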
FLuc inhib CS – firefly luciferase enzyme inhibitors, primary screen, artefact control for luciferase-based inhibitor screens, biochemical, luminescence, ATPLite | 1.5% of 200,000 active | inhibition, % at 10 µM | 10 min;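 active = inhibition above about 50% when tested at 10 µM, limit read from the data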
Diaph inh CS – diaphorase inhibitors and chemical oxidizers, primary screen, counter-screen for diaphorase-coupled primary assays, biochemical, uHTS, resorufin fluorescence. diaphorase resazurin-to-resorufin fluorescence, NADH, 16 min; bacterial (C. kluyveri) enzyme, not human. inhibition, % at 20 µM. 0.69% of 190,000 active. AID 1217, 2008;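 active = primary screen inhibition at 20 µM above a set limit, cut at about 50% in these data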;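 note: plate controls were DMSO with full reaction for no effect and wells lacking NADH for full effect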
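Assay system: diaphorase enzyme from Clostridium kluyveri; Input: enzyme working solution with 0.14 U/mL diaphorase; Timing: 16 min at room temperature; Technique: resorufin fluorescence, excitation 544 nm, emission 590 nm; Benchmarks: positive control minus NADH, DMSO neutral control.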
An asterisk follows results filed as active; . = no result given.

SMILES	NF-kB neuron act	G6PDH CS	APP 5'UTR act	APP 5UTR inh	TLR4 MyD88 comp	STAT1 act	Diaphorase act	FLuc act counter	FLuc inhib CS	Diaph inh CS
O=C(CNC(=O)C12CC3CC(CC(C3)C1)C2)N1CCN(S(=O)(=O)c2cccs2)CC1	2.01	4.9	-4.2	4.2	1.5	96.7	0.9	1.1	-5.2	13.9
COC(=O)c1ccc(C(=O)OC)c(N)c1	1.47	6.2	25.0	-25.0	-7.3	107.7	1	0.9	6.0	3.8
Cc1cc(NC(=O)CSc2nnc(-c3ccoc3C)o2)no1	0.96	11.2	3.3	-3.3	-4.3	97.2	0.8	1.1	-8.4	19.2
O=C(NCc1ccco1)C1CC(c2c(Cl)cccc2Cl)=NO1 (stereo unspecified)	1.4	1.9	6.5	-6.5	-7.9	97.7	0.9	1	-2.4	12.0
COc1cc(C(=O)N2CCCC(c3nc(-c4cccs4)no3)C2)cc(OC)c1OC (stereo unspecified)	0.86	6.8	15.3	-15.3	-1.1	103.6	1	1	-4.3	1.0
Cn1nnnc1SCC(=O)c1c(N)n(C)c(=O)n(C)c1=O	1.08	4.6	19.7	-19.7	3.2	107.6	0.8	1.1	-6.3	24.9
CCOc1ccc(Cc2n[nH]c(=S)n2Cc2ccccc2)cc1	1.05	4.9	-10.2	10.2	-1.7	95.5	0.9	1	-1.5	9.1
O=C(NCc1ccc(F)cc1)c1c2c(nc3ccccc13)CCN(Cc1ccccc1)C2	1.03	-13.5	-0.9	0.9	-2.5	100.6	1	1	-4.3	-0.6
Cc1ccc(C(=O)Nc2ccc3cn[nH]c3c2)cc1S(=O)(=O)N1CCOCC1	.	4.3	1.6	-1.6	0.6	129.5*	0.8	0.8	17.4	18.2
Cc1cc(C)nc(Sc2c(C)n[nH]c2C)n1	1.28	-2.2	6.1	-6.1	-2.7	100.7	0.9	1.1	-5.0	11.0
N#Cc1c(-c2ccc(Br)cc2)cc(-c2cccnc2)nc1N	0.92	8.1	-1.7	1.7	-1.9	99.7	1.1	1	-4.8	-13.2
COC(=O)c1ccc(CSc2n[nH]c(=S)s2)o1	0.94	-1.7	.	.	5.6	101.2	0.9	1	-3.6	13.7
CCOCCCNC(=S)N1CCCN(c2nc3cc(C)cc(C)c3cc2C#N)CC1	0.91	10.2	-8.2	8.2	10.2	97.1	0.8	1.1	-6.0	22.6
COc1ccccc1CNC(=O)CCNC(=O)Cn1ccc2ccccc2c1=O	1.11	-5.1	0.0	0.0	2.3	103.2	0.9	1	-2.9	9.7
COc1ccc(Cl)cc1NC(=O)COC(=O)CNC(=O)c1ccc([N+](=O)[O-])c(C)c1	1.26	-1.5	12.1	-12.1	2.8	98.5	0.8	1.1	-9.2	19.2
CCOC(=O)C(C)Sc1nnc(Cn2c(=O)sc3ccccc32)n1-c1ccccc1 (stereo unspecified)	1.17	1.6	-2.4	2.4	1.1	101.2	0.8	1	-4.1	15.4
O=C(O)CCN1C(=O)c2ccccc2C1=O	1.07	-13.1	8.4	-8.4	14.9	94.4	0.8	1.1	-6.8	19.2
c1csc(CCNc2ncnc3sc4c(c23)CCC4)c1	0.81	6.0	-1.7	1.7	.	.	0.7	1	-3.7	25.8
CCCS(=O)(=O)N1CCC(C(=O)NCCCOCC)CC1	1.36	12.4	8.9	-8.9	14.8	96.5	0.9	1	0.4	7.4
CCc1cc(=O)[nH]c(SCCC(F)=C(F)F)n1	1.03	-3.4	9.3	-9.3	2.3	89.9	1	1.1	-6.3	3.2
COc1ccc(OCc2nn3c(-c4cccc(OC)c4)nnc3s2)cc1	1.21	4.6	-7.2	7.2	3.0	113.3	1	1	-3.8	0.6
O=C(O)CN=C(NS(=O)(=O)c1ccc(Cl)cc1)c1ccc(F)cc1	1.23	5.2	7.7	-7.7	-12.6	104.9	1	1.1	-6.6	2.5
O=C(Nc1ccccc1)c1cccc(-c2nnc(-c3ccccc3)o2)c1	1.51	1.0	-2.6	2.6	-1.8	119.5	0.9	1	0.4	9.6
CCn1c(SCC(=O)Nc2ccc(C)cc2)nc2nc3c(cc2c1=O)CCCC3	1.02	-11.5	17.6	-17.6	-1.0	101.7	0.9	1.1	-10.5	8.2
CC1CN(Cc2csc(-c3ccc(Cl)cc3)n2)CC(C)O1 (stereo unspecified)	1.01	4.5	64.1	-64.1	3.1	115.3	0.9	1	2.3	14.2

Entries of single compounds as entered above. Order of values: NF-kB neuron act, G6PDH CS, APP 5'UTR act, APP 5UTR inh, TLR4 MyD88 comp, STAT1 act, Diaphorase act, FLuc act counter, FLuc inhib CS, Diaph inh CS
Entry for Cc1ccc(C(=O)Nc2ccc3cn[nH]c3c2)cc1S(=O)(=O)N1CCOCC1 = ., 4.3, 1.6, -1.6, 0.6, 129.5*, 0.8, 0.8, 17.4, 18.2
Entry for COc1cc(C(=O)N2CCCC(c3nc(-c4cccs4)no3)C2)cc(OC)c1OC (stereo unspecified) = 0.86, 6.8, 15.3, -15.3, -1.1, 103.6, 1, 1, -4.3, 1.0
Entry for O=C(O)CCN1C(=O)c2ccccc2C1=O = 1.07, -13.1, 8.4, -8.4, 14.9, 94.4, 0.8, 1.1, -6.8, 19.2
Entry for COc1ccccc1CNC(=O)CCNC(=O)Cn1ccc2ccccc2c1=O = 1.11, -5.1, 0.0, 0.0, 2.3, 103.2, 0.9, 1, -2.9, 9.7

(list continues)
SMILES	NF-kB neuron act	G6PDH CS	APP 5'UTR act	APP 5UTR inh	TLR4 MyD88 comp	STAT1 act	Diaphorase act	FLuc act counter	FLuc inhib CS	Diaph inh CS
CC1=C(C(=O)N2CCN(c3cc(C)ccc3C)CC2)C2(CCCCC2)OC1=O	0.81	16.6	13.1	-13.1	6.0	99.1	1	1.1	-9.4	3.9
O=C(NCCC1=CCCCC1)C1CC(=O)N(C2CCCCC2)C1 (stereo unspecified)	1.02	7.6	-15.4	15.4	-26.4	103.2	0.9	1.1	-9.5	6.8
COC(=O)Cn1nc(-c2ccccc2)n(-c2ccccc2)c1=S	1.1	8.5	16.6	-16.6	5.0	91.8	0.9	1	-1.6	11.6
CC(C)NC(=O)c1n[nH]c(=O)c2ccccc12	1.3	10.5	8.8	-8.8	-0.1	104.6	0.9	1.1	-7.8	5.5
COc1ccccc1CNC(=O)CSc1ccc(-c2ccncc2)nn1	1.08	3.6	-3.7	3.7	2.2	97.5	0.7	1.1	-9.1	28.4
CN1CCN(CCc2cn3ncc(C#N)c3nc2-c2ccc(F)cc2)CC1	1.39	18.2	-3.8	3.8	-5.6	101.1	0.9	1	0.6	8.0
COc1ccccc1N=c1sc2ccccc2n1C	1.1	1.7	4.0	-4.0	7.5	100.8	0.9	1	-0.2	9.6
CN1CC(c2ccccc2)C2(SC(=S)N(Cc3ccco3)C2=O)C12C(=O)Nc1ccccc12 (stereo unspecified)	0.62	4.2	-34.8	34.8	15.3	97.9	0.8	1	-2.5	19.9
COc1ccc(Cl)cc1NC(=S)NCc1ccccn1	1.05	7.4	10.6	-10.6	-14.6	98.8	0.9	1.1	-8.3	9.1
CC1Sc2ccccc2N(CC(=O)N(C(C)C)C(C)C)C1=O (stereo unspecified)	1.16	3.4	-9.6	9.6	-3.1	99.7	0.9	1	-1.9	13.7
C/C(=N\NC(=O)COc1ccccc1F)c1cc2ccccc2o1	1.68	2.5	46.5	-46.5	9.1	126.1	0.9	0.9	7.4	6.2
COCc1nnc(NS(=O)(=O)c2ccc([N+](=O)[O-])cc2)s1	0.94	-0.8	32.6	-32.6	0.0	93.3	1	1.1	-5.4	2.4
COc1ccc(CCN(C)C(=O)C2CCN(Cc3cccc(OC)c3OC)CC2)cc1OC	1.05	3.3	21.7	-21.7	7.2	101.1	1	1	0.9	-2.3
O=S(=O)(NCc1ccco1)N1CCCCCC1	0.95	1.4	-4.9	4.9	6.7	102.9	1	1	-2.6	0.2
COc1ccc(-c2csc(NC(=O)CSc3n[nH]c(N)n3)n2)cc1	1.36	-6.3	24.6	-24.6	1.6	102.1	0.9	1	-4.0	9.0
Cc1ccc(OC(=S)Nc2ccc(F)cc2)cc1	1.11	0.5	10.7	-10.7	1.3	89.6	0.9	1.1	-5.8	12.9
N/C(=N/OC(=O)c1ccccc1Cl)c1nonc1N	4.89*	-4.4	19.2	-19.2	-2.8	110.0	1	0.5	52.2*	4.9
COCc1c(C(=O)N/N=C(/C)c2ccccc2)nnn1-c1nonc1N	1.13	1.8	-0.3	0.3	-8.7	99.4	0.9	1.1	-6.2	13.0
CCCC(O)(CCC)C(=O)NN(C(=O)CCl)c1cccc(C)c1	0.5	-3.0	-14.9	14.9	-2.2	92.3	1	1	-1.6	3.4
COc1ccc(CCNC(=O)/C=C/C(=O)O)cc1OC	1.05	11.2	4.0	-4.0	-12.3	101.5	0.9	1.1	-6.4	13.6
CC(C)(C)c1ccc(-c2noc(CCC(=O)NCc3ccco3)n2)cc1	.	1.2	-68.2	68.2*	-19.5	95.3	0.9	0.6	39.4	6.5
Cc1cccc(NC(=S)N2CCCCCC2)c1	0.95	2.5	-7.5	7.5	3.9	108.8	0.9	1	-0.7	6.5
O=C(NC1CCCCC1)C(c1ccc(Cl)cc1)N1CCC2(CC1)OCCO2 (stereo unspecified)	1.2	-2.6	9.4	-9.4	-0.4	106.5	0.9	1	-4.9	13.9
O=C(CSc1nc2nc3c(cc2c(=O)n1-c1ccccc1)CCCC3)Nc1ccccc1	1.23	-11.4	1.4	-1.4	-0.1	93.5	1	1.1	-6.5	1.7
COc1cccc(/C=N/NC(=O)c2ccccc2N(Cc2ccccc2)S(=O)(=O)c2ccccc2)c1OC	0.79	7.4	-2.9	2.9	6.4	96.8	1	1	-3.5	1.3
Cc1ccc(-c2ccc(SCC(=O)N3CCc4ccccc43)nn2)cc1	0.85	-13.5	23.9	-23.9	-2.7	105.8	1	0.9	5.6	4.6
O=C(COC(=O)c1cncc(Br)c1)NCc1ccc(F)cc1	1.01	4.1	-18.7	18.7	16.1	97.8	0.8	1.1	-7.3	18.5
COc1ccccc1-c1ccc(SCC(=O)NCCc2ccccc2)nn1	1.12	0.0	7.4	-7.4	-6.0	84.9	0.8	1	-1.2	15.2
COc1ccc(N2CCN(C(=O)C3Cc4ccccc4CN3C(=O)c3ccccc3)CC2)cc1 (stereo unspecified)	1.78	3.0	34.4	-34.4	4.8	121.2	0.9	1	-2.8	5.2
